PP5 inh = inhibitors of human protein phosphatase 5 (PP5); 0.18% of 320,000 active; inhibition, % at 6.7 µM; P53041; purified PP5c, OMFP substrate fluorescence;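 active = inhibition above the campaign's mean inhibition across all tested compounds plus 3 SD, cut at about 9.5% in these data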;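 note: 0% = DMSO only and 100% = 100 µM cantharidin control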
AHR activator = activates the human aryl hydrocarbon receptor; P35869; AHR-responsive luciferase reporter cells, luminescence; activation, % at 5 µM; 2.5% of 320,000 active; in the data active = activation above about 47%;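 note: 0% = vehicle wells and 100% = reference agonist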
proCasp3 act = procaspase-3 (human) activation | recombinant procaspase-3 D3A, Ac-DEVD-pNA absorbance 405 nm | activation, % at 8.5 µM | 0.11% of 330,000 active;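 active = activation above the mean of all tested compounds plus 3 SD, cut at about 21% in these data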;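 note: 0% = DMSO alone and 100% = DMSO wells spiked with extra 5 µM PC-3 D3A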
Target sequence (P42574 whole entry D9A/D28A/D175A): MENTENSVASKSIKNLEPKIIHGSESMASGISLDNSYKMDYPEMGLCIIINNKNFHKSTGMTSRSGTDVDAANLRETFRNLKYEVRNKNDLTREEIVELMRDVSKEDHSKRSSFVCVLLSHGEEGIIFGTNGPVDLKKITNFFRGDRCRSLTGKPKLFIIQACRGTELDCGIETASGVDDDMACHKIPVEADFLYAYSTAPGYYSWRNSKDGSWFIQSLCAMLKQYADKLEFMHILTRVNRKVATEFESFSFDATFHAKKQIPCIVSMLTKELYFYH
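Test system: Procaspase-3 D3A mutant; medium: Zinc-free HEPES/NaCl buffer with 0.01% Triton X-100 at pH 7.4; reagent: DEVD-pNA substrate; doses: one concentration, 8.5 µM nominal, 0.8% DMSO; times: 1 h preincubation plus 2 h reaction at 25 °C; signal: Epi-absorbance at 405 nm of released p-nitroaniline, 0 and 120 min; replicates: singlicate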
PAFAH2 FP inh = inhibitors of human PAFAH2; Q99487; recombinant PAFAH2, FP-rhodamine activity probe, fluorescence polarization; inhibition, % at 3.39 µM; 0.99% of 340,000 active; AID 492956;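 active = inhibition above the mean over all tested compounds plus 3 SD, cut at about 30% in these data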;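 note: inhibitors block probe labeling of enzyme so polarization drops; 0% = enzyme with DMSO and 100% = wells lacking PAFAH2 protein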
PP1 counter = PP1-alpha (human) inhibition in PP5 counter-screen; P62136; inhibition, % at 6.7 µM; AID 2235; purified PP1alpha, OMFP fluorescence; 0.9% of 320,000 active;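 active = inhibition above the mean inhibition of all tested compounds plus 3 SD, computed separately for each screening campaign, cut at about 15% in these data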
Target sequence (P62136 whole entry, looked up): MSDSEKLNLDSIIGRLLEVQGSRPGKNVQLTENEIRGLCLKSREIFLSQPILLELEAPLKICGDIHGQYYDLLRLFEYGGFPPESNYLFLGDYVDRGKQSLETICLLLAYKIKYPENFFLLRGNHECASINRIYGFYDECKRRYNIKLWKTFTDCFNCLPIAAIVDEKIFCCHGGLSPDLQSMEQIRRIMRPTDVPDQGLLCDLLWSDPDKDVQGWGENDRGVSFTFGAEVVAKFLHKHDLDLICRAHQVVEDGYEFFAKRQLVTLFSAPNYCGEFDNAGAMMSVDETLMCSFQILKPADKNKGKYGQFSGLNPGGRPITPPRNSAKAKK
core dimer inh = blocks dimerization of HCV core protein | inhibition, % at 5 µM | 0.33% of 300,000 active | TR-FRET GST/Flag-core106 dimerization, 1536-well;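 active = inhibition above the mean of all tested compounds plus 3 SD, set per screening campaign, cut at about 45% in these data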
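Assay system: Tagged HCV core106 pair (GST and Flag) | Buffer or medium: KF-containing HEPES buffer, pH 7.45, DTT, CHAPS, BSA | Also added: Eu donor and XL665 acceptor anti-tag antibodies | Dosing: One concentration, 5 µM, in 0.5% DMSO | Timing: 4 h at 22.5 °C | Technique: TR-FRET 671 and 617 nm emission | Repeats: Singlicate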
procasp7 counter = counter-screen for procaspase-3 activators: activators of human procaspase-7. activation, % at 8.5 µM. AID 463210. 0.093% of 330,000 active. P55210. recombinant procaspase-7, Ac-DEVD-pNA absorbance 405 nm; D23A/D198A/D206A triple mutant, cannot self-cleave; scale: DMSO 0, 5 µM enzyme 100;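 active = percent activation above the screen-wide mean plus 3 SD, cut at about 25% in these data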
Target sequence (P55210 whole entry D23A/D198A/D206A): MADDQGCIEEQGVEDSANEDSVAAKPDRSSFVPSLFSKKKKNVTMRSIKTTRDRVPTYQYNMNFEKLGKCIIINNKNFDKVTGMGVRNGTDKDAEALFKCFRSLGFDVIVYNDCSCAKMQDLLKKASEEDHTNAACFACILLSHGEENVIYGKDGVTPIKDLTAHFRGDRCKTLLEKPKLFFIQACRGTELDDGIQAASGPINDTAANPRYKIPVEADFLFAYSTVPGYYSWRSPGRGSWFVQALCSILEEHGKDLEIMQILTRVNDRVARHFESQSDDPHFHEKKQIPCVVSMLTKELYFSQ
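System: Procaspase-7 triple mutant (PC-7 D3A); measure: % activation from two-timepoint absorbance difference, scaled to controls; times: 1 h compound preincubation, 2 h substrate cleavage, 25 °C; also added: Ac-DEVD-pNA substrate, 400 µM as added; measured by: Epi-absorbance of released pNA at 405 nm, two timepoints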
Fh CTSL1 inh = counter-screen for PFM18AAP inhibitors: inhibitors of F. hepatica cathepsin L1 | recombinant F. hepatica cathepsin L1, Z-Leu-Arg-MCA fluorescence | inhibition, % at 5.96 µM | 0.49% of 300,000 active;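 active = inhibition above the mean of all tested compounds plus 3 SD, set per screening campaign, cut at about 17% in these data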;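 note: 0% = plate median of test compound wells and 100% = 1 µM Z-Phe-Ala-diazomethylketone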
TPT1 inh = inhibitors of Candida albicans tRNA 2'-phosphotransferase TPT1. recombinant caTPT1, FP RNA substrate dephosphorylation. inhibition, % at 5 µM. 0.81% of 300,000 active. AID 1962;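 active = inhibition above the mean of all tested compounds plus 3 SD, set per screening campaign, cut at about 24% in these data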;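 note: plate controls were DMSO alone for no effect and ferristatin control at 100 nM for full effect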
Starred values were filed as active, the others as inactive; / = no result given.

Values run as follows: PP5 inh, AHR activator, proCasp3 act, PAFAH2 FP inh, PP1 counter, core dimer inh, procasp7 counter, Fh CTSL1 inh, TPT1 inh
[1] COc1ccc(C2CC(c3ccccc3)Nc3nc(NC(=O)c4cccs4)nn32)cc1 (stereo not given)
    -0.4, 1, -2, 5, 10, 16, 0, 1, 0
[2] O=C(Nc1cccc2ccccc12)N1CCN(c2ccccc2)CC1
    1.2, 8, -1, 4, 3, 0, -10, 3, 2
[3] COc1ccc2nc(NC(=O)c3sc4nc(C)cc(C)c4c3N)sc2c1
    1.4, 4, 21, 6, -2, 0, 71*, -3, 0
[4] O=C1CC(N(CCc2ccccc2)C(=S)Nc2ccccc2)C(=O)N1c1ccc(F)cc1 (stereo not given)
    5.2, 3, -3, -4, 2, -7, -8, 5, 1
[5] CC1(C)Oc2ccc(C(=O)NC3CCCC3)cc2N(CC(=O)NC2CCCC2)C1=O
    3.6, 3, -3, 3, 2, -1, -19, -7, 0
[6] O=C(NNC(=O)C1[C@H]2CCCC[C@@H]12)NC1CCCCC1 (stereo not given in full)
    2.3, 0, 0, 3, -5, -1, -2, 1, 2
[7] CCN(CCCNC(=O)CCc1nc(-c2ccc(C)cc2)no1)c1cccc(C)c1
    4.5, 2, -3, 1, 7, -11, 5, 5, -2
[8] Cc1ccc(C(=O)N2CCC3(CC2)NCCc2[nH]cnc23)cc1C
    1.7, 2, -1, 6, -4, -4, -6, -2, 3
[9] CC(C)OC(=O)c1cccnc1N1CCN(c2cccc(Cl)c2)CC1
    2.7, 9, -4, 2, 1, 4, -4, 1, 0
[10] Cn1nnc(NC(=O)/C=C/c2ccco2)n1
    -3.3, 10, -13, /, -2, 0, -3, -4, -2
[11] O=C(CSc1nc2ccccc2[nH]1)Nc1nc(-c2ccccc2)c(-c2ccccc2)o1
    0.7, 6, 11, 7, 1, -7, 1, 17*, -5
[12] O=C(c1ccccc1)c1c[nH]cc1-c1ccccc1
    -0.3, 2, -6, -3, -6, -1, -5, -2, -1
[13] Cc1[nH]c(=S)sc1Cc1ccc(F)cc1
    -1.1, 0, 0, 0, -2, 7, -16, 1, 0
[14] O=C(c1ccc(F)cc1F)N1CCN(c2n[nH]c(=O)[nH]c2=O)CC1
    -1.1, 0, -2, -4, -4, 0, 4, 0, 1
[15] CN1CCN(c2ccc([N+](=O)[O-])cc2S(=O)(=O)N2CCOCC2)CC1
    -1.6, 2, -4, 0, -6, -4, -5, 0, 2
[16] CCN1C(=O)C(CC(=O)NC)N(NC(=O)c2ccccc2)C1=S (stereo not given)
    0.3, 0, -5, -8, -1, 1, -4, 0, 1
[17] COc1ccccc1C(=O)NCC(=O)OC(C)C(=O)NC1CCCCC1C (stereo not given)
    -2.3, 2, 1, 9, -2, /, -3, /, /
[18] Cc1cccc(N2C(=O)CC(Sc3nnc(C)s3)C2=O)c1 (stereo not given)
    0.0, 2, -20, 0, -3, -7, -38, 3, -1
[19] CCOC(=O)C(=O)Nc1sc(C(=O)N2CCOCC2)c(C)c1C#N
    -1.0, 0, 3, 2, -3, -2, 3, 1, 0
[20] COc1ccc(N(CC(=O)Nc2cccc3ccccc23)S(C)(=O)=O)c(OC)c1
    0.8, 6, 8, -1, 1, 0, -10, -1, -3
[21] COc1cc(/C=C(\C#N)c2ccccn2)ccc1OCC(=O)Nc1c(Cl)cccc1Cl
    0.3, 4, -17, -10, 12, 5, 0, 0, -4
[22] O=C(COC(=O)CCC(=O)c1cccs1)NC(=O)c1ccc(OC(F)F)cc1
    -0.1, 18, 11, 3, 1, -3, -6, -74, -2
[23] COc1ccc(C(CC(=O)O)NC(=O)C2CCCCC2)cc1 (stereo not given)
    -1.3, -1, -6, 1, 2, -1, 12, 1, 4
[24] Cc1ccc(C(=O)C2C(=O)c3ccccc3C2=O)cc1
    3.0, 16, -2, 10, -3, -3, -6, -3, 3
[25] O=C(Nc1ccc(N2CCN(C(=O)c3ccco3)CC2)cc1)c1cc(Br)ccc1Cl
    0.9, -6, 2, 2, -4, /, -1, /, /
[26] Cc1ccc(S(=O)(=O)N2CCC(=O)N(C(COCc3cccc(C(F)(F)F)c3)Cc3ccccc3)CC2)cc1 (stereo not given)
    7.3, 2, 6, -4, 20*, 7, 7, 4, -2
[27] COc1ccc(-c2noc(-c3ccc(Br)o3)n2)cc1OC
    -0.1, -8, 6, -6, 1, 1, -1, -2, 1
[28] O=C(COC(=O)c1ccccc1)Nc1cc(Cl)ccc1Oc1ccccc1
    4.1, 11, 10, 1, 2, -4, -2, -2, -1
[29] Cn1nc(C(=O)Nc2sccc2C(N)=O)ccc1=O
    2.4, 3, 0, 1, -2, 7, 0, -4, 9
[30] O=C(/C=C/c1ccc([N+](=O)[O-])cc1)N1CCN(Cc2ccccc2)CC1
    -1.6, 2, 5, 1, -2, 15, -1, 6, -1

Profiles, looked up by structure:
COc1ccc(C2CC(c3ccccc3)Nc3nc(NC(=O)c4cccs4)nn32)cc1 (stereo not given) is entered as PP5 inh: -0.4; AHR activator: 1; proCasp3 act: -2; PAFAH2 FP inh: 5; PP1 counter: 10; core dimer inh: 16; procasp7 counter: 0; Fh CTSL1 inh: 1; TPT1 inh: 0
O=C(Nc1cccc2ccccc12)N1CCN(c2ccccc2)CC1 is entered as PP5 inh: 1.2; AHR activator: 8; proCasp3 act: -1; PAFAH2 FP inh: 4; PP1 counter: 3; core dimer inh: 0; procasp7 counter: -10; Fh CTSL1 inh: 3; TPT1 inh: 2

The results go on.
Values run as follows: PP5 inh, AHR activator, proCasp3 act, PAFAH2 FP inh, PP1 counter, core dimer inh, procasp7 counter, Fh CTSL1 inh, TPT1 inh
[31] Cc1c(C(=O)O)sc2ncn(C)c(=O)c12
    -1.3, 3, 1, -3, 4, 5, 19, -2, -3
[32] Cc1cc(Cl)c2oc(C(=O)N(C)CC3CCOCC3)c(C)c2c1
    1.1, 5, -1, 2, 0, -2, -4, 0, 2
[33] COc1ccc(CCNS(=O)(=O)c2c(N)n(C)c(=O)n(C)c2=O)cc1OC
    0.0, 4, 7, -1, -1, 0, 4, -1, -1
[34] CCN1CCN(c2ccc(S(=O)(=O)N3CCOCC3)cc2NC(=O)/C=C/c2ccc(C)cc2)CC1
    1.6, -3, 4, 7, -4, 3, 6, 2, -1
[35] CN1CCN(CCC(=O)N/N=C/c2ccccc2F)CC1
    -0.4, -2, 1, -13, -1, -6, -4, 0, -5
[36] C=CCN1C(=O)c2ccc(C(=O)N3CCN(S(=O)(=O)c4ccc(C(C)C)cc4)CC3)cc2C1=O
    -0.8, -3, 0, 1, 0, 10, 11, -1, -5
[37] CN(C)C(CNC(=O)c1cccc(OC(F)F)c1)c1ccco1 (stereo not given)
    -0.1, 4, 2, 0, -3, 18, 5, 3, 3
[38] O=C(Cc1ccc(S(=O)(=O)N2CCOCC2)s1)N1CCN(S(=O)(=O)c2cccc([N+](=O)[O-])c2)CC1
    0.9, 1, -9, 0, 2, 10, 0, 2, 3
[39] COCCn1c(C)cc(C(=O)CN2C(=O)NC3(CCCCCCC3)C2=O)c1C
    -1.6, 6, -5, 3, 0, 0, 1, 7, -2
[40] CS(=O)c1ccccc1O (stereo not given)
    -2.2, 0, -1, -11, -1, 9, 7, 5, 0
[41] CN(C)S(=O)(=O)c1ccc(N2CCCC2)c(C(=O)NNC(=O)c2ccccc2)c1
    2.9, 3, -3, 8, -3, /, 12, /, /
[42] Cn1c(=O)c([N+](=O)[O-])c(NCc2ccc3c(c2)OCO3)c2ccccc21
    2.6, 89*, 1, /, -7, 2, -4, 0, 2
[43] Cc1ccc(C(=O)N/C(=C\c2ccc(F)cc2)C(=O)NCCCn2ccnc2)cc1
    1.3, 0, -5, 5, -4, 8, 7, -1, -3
[44] CCCCCCCCN1[C@@H](CC(=O)OCC)c2ccc(C(F)(F)F)cc2S1(=O)=O
    7.0, 3, -6, -5, 2, -15, -6, -4, -2
[45] CCCCCC(O)CCC(=O)NNC1=CC(=O)CC(C)(C)C1 (stereo not given)
    -0.5, -1, -3, 1, -2, -2, 6, 0, 69*
[46] COc1ccc(CC(=O)N2CCN(c3ccc(F)cc3)CC2)cc1
    4.5, 4, 3, 6, -4, -1, 1, -3, 3
[47] CCN(CC)S(=O)(=O)c1ccc(NC(=O)Cn2c(=O)oc3ccccc32)cc1
    0.1, -2, 4, -4, -2, 0, 5, -5, -1
[48] COc1ccc2ccccc2c1/C=N/NC(=O)c1ccccc1F
    3.4, 30, -9, 7, -4, -21, -9, 8, -1
[49] CCCn1c(NCc2ccc(C)o2)nc2ccccc21
    -1.0, 1, -1, 7, -4, -2, 6, 5, -1
[50] O=C(COC(=O)C1CC1)NCc1ccccc1Cl
    -1.9, -1, -1, 58*, -5, -1, 4, -5, 1
[51] CC(=O)N1CCN(C(=O)Cn2c(=O)oc3ccccc32)CC1
    -2.6, -1, -6, 2, -5, 6, 3, 5, -2
[52] Cc1ccc(S(=O)(=O)N2CCOCC2)cc1C(=O)NC1CCCCC1
    2.5, -1, 1, 2, -6, -1, 1, -3, 0
[53] O=C(NCCc1ccc(F)cc1)Nc1ccccc1
    1.0, 0, 1, -6, 1, -9, 9, -1, -1
[54] O=C(CSc1ccc(Cl)cc1)Nc1cccc(-c2nnc(-c3ccco3)o2)c1
    2.1, 1, 3, 3, -3, 0, 9, 3, -1
[55] O=C1NC(=O)C2(COC(c3cccnc3)OC2)S1 (stereo not given)
    2.4, 1, -4, 15, -7, 5, 3, -4, -1
[56] COc1ccc(-c2nc(C)ncc2N=Nc2ccccc2)cc1
    2.0, 10, 5, 0, -2, 3, 1, 4, -1
[57] O=C1CCN(S(=O)(=O)c2ccc(Cl)cc2)CCN1
    3.1, 0, 5, -9, -1, -4, -1, 4, -2
[58] C/C(=N\OC(=O)Nc1ccc(Cl)cc1)c1ccc(F)c(F)c1
    4.4, 14, 6, 0, 0, -2, 3, -1, 1
[59] COc1ccc(NC(=O)CSc2nnc(-c3ccccc3)n2N)cc1
    -0.2, 0, -6, 1, -4, -8, 4, -2, 2
[60] COc1ccc(CCNC(=O)COc2ccc3c(C)cc(=O)oc3c2)cc1OC
    -0.2, 0, 0, 1, 0, 1, -3, 4, -3
[61] CC1CCN(CCCNC(=O)c2nn(C)c3c2CS(=O)(=O)c2ccccc2-3)CC1
    1.1, 1, 4, 4, -3, 4, 5, 0, -3
[62] CCN(CC)C(=O)COc1ccc2c(-c3ccccc3)cc(=O)oc2c1
    -0.5, 32, -8, 0, -1, 1, -6, 4, -1

Bioassay records from PubChem.
